# Compound activity: PubChem, several laboratories
# DSG3 Ab inh – blocks pemphigus antibody binding to human desmoglein-3; binding (percent of control), % at 10 µM; DSG3-coupled beads, scFv-anti-DSG3-GFP binding, flow cytometry; stronger effect = lower value; P32926; AID 588358; 310,000 tested, 0.48% active;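 active means binding more than 3 SD below its plate's average and above zero; inconclusive means below that plate limit but binding exactly zero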;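 further: hits lower antibody fragment binding to DSG3; some compounds called inactive have numbers as strong as hits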
# V-ATPase pHluor – yeast V-ATPase proton transport regulation by pHLuorin. S. cerevisiae, pHLuorin cytosolic pH fluorescence. 350,000 tested, 0.37% active. AID 504577. response, % at 10 µM; in the data active means response mostly above about 7.3%, no sharp cut-off; inactive means mostly below about 5.4%; further: actives read high; inactives centre near 0; some compounds called inactive have numbers as strong as hits
# RTF Ca sens inh – cardiac RTF calcium desensitization | 340,000 tested, 0.12% active | AID 493244 | inhibition, % at 7.15 µM | P19429+P45379 | IANBD-labeled cardiac RTF, Ca2+ fluorescence;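 active means inhibition above the mean inhibition of all tested compounds plus 3 SD, cut at about 17% in these data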;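 further: assay run at fixed EC70 calcium of 1.6 mM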
# NSD2 HMT inh – NSD2 (human) methyltransferase inhibition | O96028 | NSD2 peptide methylation, AlphaScreen, 120 min | inhibition, % at 12.5 µM | 310,000 tested, 0.54% active | AID 743445; in the data active means inhibition above about 50%
# LANA DNA inh – KSHV C-LANA DNA binding inhibition; inhibition, % at 9 µM; AID 504423; 340,000 tested, 0.078% active; MBP-C-LANA/FAM-LBS DNA binding, fluorescence polarization;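 active means highest replicate inhibition at or above 60% at 9 µM, even if other replicates fall short; inactive means all replicates below 60% inhibition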;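 further: 0% = neutral control wells and 100% = 4 µM acridine orange control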
# Keap1-Nrf2 PPI – Keap1-Nrf2 (human) interaction inhibition | 340,000 tested, 0.15% active | Keap1 Kelch-Nrf2 peptide fluorescence polarization, 1536-well | inhibition, % at 9.4 µM | AID 504523; in the data active means inhibition above about 12%; inconclusive means no clear call, values can overlap the other calls; inactive means below about 7.3%;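 further: human Keap1 Kelch domain with fluorescein labeled Nrf2 9mer peptide probe; 0% = neutral control wells and 100% = peptide positive control; higher means more block of Keap1 binding to Nrf2 peptide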
# Arr AP2 block – inhibitors of human beta-arrestin and AP2 interaction | FITC-arrestin peptide / GST-AP2 beads, flow cytometry; AP2 beta2 appendage carries R879A mutation | inhibition, % at 10 µM | 340,000 tested, 0.31% active | AID 504490;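 active means inhibition above a set limit, near 3 SD of compounds lacking own fluorescence, cut at about 54% in these data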;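 further: plate controls were DMSO wells for no effect and 5 µM unlabelled arrestin peptide for full effect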
#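 test system = AP2 appendage R879A on GSH beads | buffer or medium = PBS plus Tween 20 (0.05%) and BSA (0.1%) | incubation = 12 min plus 1 h, RT | detection = bead flow cytometry, FITC channel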
# CAL PDZ FP-1 – human CAL PDZ-peptide interaction inhibition. purified CAL PDZ, TMR-peptide fluorescence polarization, 1 h. inhibition, % at 20 µM. AID 504414. Q9HD26. 330,000 tested, 0.02% active;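 active means highest replicate inhibition of at least 40%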;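 further: plate controls were DMSO neutral control wells for no effect and unlabeled competitor peptide control wells for full effect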
#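 Test system: purified CerCALP PDZ construct; Compound dosing: one concentration, 20 µM compound; Also added: TMR-labelled reporter peptide T*-PRC34 bound in PDZ groove; Read-out: inhibition from polarization loss; Controls: unlabelled peptide and DMSO controls; Signal: FP readout, S and P plane fluorescence; Incubation: 1 h at RT.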
# DAGLB inh – blocks human DAGLB lipase activity; Q8NCG7; HEK293T DAGLB membrane lysate, EnzChek fluorogenic substrate; 340,000 tested, 0.059% active; inhibition, % at 5.17 µM; in the data active means inhibition above about 34%;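 further: 0% = enzyme with vehicle and 100% = wells lacking enzyme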
# CAL PDZ FP-2 – blocks peptide binding to the human CAL PDZ domain; 300,000 tested, 0.92% active; purified CAL PDZ, TMR-peptide fluorescence polarization, 1 h; Q9HD26; AID 602252; inhibition, % at 24.9 µM;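 active means mean inhibition of at least 30% with at least half of replicates also reaching 30%; inconclusive means no clear call, values can overlap the other calls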;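 further: 0% = DMSO neutral control and 100% = excess unlabeled competitor peptide PRC23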
# * hit, by the source's call; ? = inconclusive; · = no result given. Some of the compounds tested; count on the stated rates, not on these rows.
SMILES,DSG3 Ab inh,V-ATPase pHluor,RTF Ca sens inh,NSD2 HMT inh,LANA DNA inh,Keap1-Nrf2 PPI,Arr AP2 block,CAL PDZ FP-1,DAGLB inh,CAL PDZ FP-2
C[C@H](NC(=O)c1ccco1)C(=O)Nc1nc(-c2ccccn2)cs1,·,-1,-2,-5,-1.6,-6,3,0.2,-1,-6
CC(C)OP(=O)(OC(C)C)C1(NS(=O)(=O)c2ccc(Cl)cc2)C=C(Cl)C(=O)C(Cl)=C1,111,-3,4,1,-0.7,-1,12,-1.9,15,-1
O=C(CSc1nnc2n1CCCN2)c1ccccc1,106,7,·,-3,·,·,20,·,·,·
O=S(=O)(NCc1ccc(Cl)cc1)c1ccc(Cl)nc1,79,6,0,-7,-2.5,-1,-5,0.1,-1,-7
CCc1ccc(N(CC(=O)NC2CCCCC2)C(=O)CCC(=O)Nc2ccccn2)cc1,100,3,-12,·,-1.5,0,2,-1.2,-5,-6
O=C1C2C(C(=O)N1Cc1cccnc1)C1C=CC2C12CC2 (configuration not stated),105,-5,-4,-2,0.1,-4,-7,-0.1,-1,·
CCOC(=O)c1cc(-c2ccccc2)nn1CC1CC(c2ccc(Cl)cc2)=NO1 (configuration not stated),100,0,-4,·,1.5,-1,-5,-3.8,-9,0
CCOc1cc(/C=N/N=C2/NC(=O)C(CC(=O)O)S2)ccc1OCc1ccc(Cl)cc1Cl (configuration not stated),93,1,-1,4,-0.2,-1,-6,·,7,-5
CCCCN(C(=O)CSCC(=O)Nc1ccc(OC)cc1)c1c(N)n(CC(C)C)c(=O)[nH]c1=O,100,3,4,1,0.9,-1,7,-1.4,4,-3
CCOC(=O)c1cc([N+](=O)[O-])cc([N+](=O)[O-])c1Sc1ncnc2nc[nH]c12,86,-3,-2,10,-0.8,?,19,1.3,4,-2
Cc1cccc(N=N/C(=C\O)C(=O)c2ccc(Br)cc2)c1,102,0,0,2,0.1,0,-14,-1.3,0,-3
COc1ccc(NCC(=O)N/N=C/C(C)c2ccccc2)cc1 (configuration not stated),75,2,3,5,0.4,-1,8,0.5,2,-5
CCOc1cccc(OCCCCn2ccnc2)c1,108,-6,1,4,-0.2,1,3,-0.6,1,-6
Cc1cccc(NC(=O)CS(=O)(=O)c2cn(CC(=O)N3CCOCC3)c3ccccc23)c1,91,7,-12,2,0.0,-1,-16,-1.7,2,-4
O=C(/C=C/c1cccs1)NC(=S)Nc1ccc(S(=O)(=O)Nc2ccccc2C(F)(F)F)cc1,110,3,-6,4,0.4,-2,31,-0.2,10,-10
O=C(c1cnn2c(C(F)(F)F)cc(-c3ccc4c(c3)OCO4)nc12)N1CCCC1,102,0,-6,-1,-0.8,-2,9,-1.0,-2,-1
C=CCn1c(COc2cccc3cccnc23)nnc1SCC(=O)O,·,4,-2,-3,0.6,-5,-4,-2.3,4,3
CCCOc1ccc(NC(=O)Cc2ccc(S(=O)(=O)N3CCOCC3)s2)cc1OCCC,96,-1,-6,0,1.7,-6,-9,-0.9,-1,-2
O=C(c1cccs1)n1cc(C(=S)N2CCOCC2)c2ccccc21,89,2,-6,11,-0.1,-1,-4,-0.8,2,-3
C=CCOC(=O)/C(=C\c1ccccc1)NC(=O)c1ccco1,99,-1,2,1,3.4,-4,16,-2.5,-1,0
Cc1cnc(C(=O)OCC(=O)N2CCN(C(=O)c3ccco3)CC2)cn1,93,-2,-4,-1,-0.6,-9,-2,-0.8,0,3
COc1cccc(-c2ccc(NC(=O)C3CCCN(Cc4ccccn4)C3)cc2)c1 (configuration not stated),106,-4,·,-4,·,·,·,·,1,·
NC(=O)c1ccc(C2SCC(=O)N2CCc2ccccc2)cc1 (configuration not stated),100,1,-2,0,-1.2,0,28,-0.4,-3,·
COc1ccc(OC)c(NC(=O)C2COc3ccccc3O2)c1 (configuration not stated),106,1,3,-1,0.7,-2,1,0.0,-20,9
CCn1c(SCC(=O)c2cc(OC)ccc2OC)nnc1-c1ccncc1,100,-6,2,-1,-0.6,-1,27,-1.5,0,-2
Cc1oc2cc3oc(=O)c(CCC(=O)NCCCN4CCOCC4)c(C)c3cc2c1C,·,1,-2,·,-1.7,6,0,-3.1,-2,-1
O=c1onc(-c2ccccc2)c2ccccc12,89,-1,-1,22,-1.4,-4,42,-0.1,-6,·
O=C(CSc1nc2ncc(Cl)cc2[nH]1)N1CCOCC1,120,0,-5,2,-1.1,-5,-15,0.7,-2,-4
Cc1ccc(C(C)C)c(OCCCCN2CCNCC2)c1,106,-2,3,5,-1.3,4,35,-1.4,-2,-24
CCc1noc(C)c1C(=O)OCC(=O)Nc1nc(-c2ccc(F)c(F)c2)cs1,·,-6,-4,-1,-2.3,-1,2,-0.9,-4,-2
COc1ccccc1CNC(=O)C1CCCN(S(=O)(=O)c2ccc3c(c2)CC(C)N3C(C)=O)C1 (configuration not stated),106,-1,-9,6,-0.8,0,-10,-2.7,2,-3
Cn1c(=O)n(C)c2cc(/C=C3/NC(=O)N(Cc4ccccc4)C3=O)ccc21,106,6,8,-4,-1.3,-1,-2,-1.4,1,·
COc1ccc(OC)c(S(=O)(=O)NC2CC(=O)N(c3cccc(F)c3)C2)c1 (configuration not stated),101,-7,-1,-2,-0.1,2,0,-0.6,1,·
CCCCN(C(=O)CSc1cc(C)c2ccc(OC)cc2n1)c1c(N)n(Cc2ccccc2)c(=O)[nH]c1=O,84,4,-25,-2,-1.0,-3,-5,-3.4,2,-2
Cn1c(SCC(=O)NNC(=O)c2ccccc2O)nnc1-c1ccccc1,·,-1,-1,-2,0.4,0,4,0.4,1,·
Cc1cccc2[nH]c(CN(C)Cc3nc(CC4CC4)no3)nc12,98,-4,5,0,-0.4,4,15,-7.3,0,3
O=C(Nc1cccc(OC(=O)c2ccc(Br)o2)c1)c1ccccc1,105,-4,2,25,0.3,-1,22,-4.0,-6,-4
COc1ccc(NC(=O)C2=CC=CN3CCS(=O)(=O)N=C23)c(OC)c1,123,-2,-10,0,1.0,-2,41,-1.9,-2,-3
COc1ccc(OCC(=O)NCC(c2ccc(OC)cc2)N2CCCCC2)cc1 (configuration not stated),102,4,-8,-1,1.6,-3,11,-1.0,0,·
CCC(=O)Nc1ccc(C(=O)NNC(=O)c2cc(OC)c(OC)c(OC)c2)cc1,109,2,-6,0,-1.2,1,-8,-1.9,-3,-2
CC(=O)Nc1ccc(NC(=O)c2cc(-c3ccc(C)cc3O)n[nH]2)cc1,106,1,-6,-1,1.9,-2,6,-3.1,2,0
COc1ccc2ccccc2c1/C=N/NC(=O)c1ccc(C)nc1,98,0,0,2,3.0,3,1,-4.5,0,-5
Cc1ccc(NC(=O)C2C3CCCC2C3c2ccccc2)cc1C (configuration not stated),88,0,3,14,0.2,-1,-9,-0.5,1,-2
O=C(NCC1CCCO1)C1CCN(C(=O)c2ccc(Br)cc2)CC1 (configuration not stated),122,0,4,-2,3.0,-2,-4,-3.5,3,-2
CNc1nc(C)cc(C)c1S(=O)(=O)c1ccc(C)cc1,102,1,4,0,1.9,-4,2,-1.3,-4,-1
C/C=C/c1ccc(OC(C)=O)c(OC)c1,99,-6,-35,·,-2.1,1,29,0.1,-1,-3
COc1ccccc1NC(=S)N(C(C)C)C(C)c1ccccn1 (configuration not stated),115,-1,-9,-3,0.2,0,11,-0.9,0,0
CC(Oc1ccc2c3c(c(=O)oc2c1)CCC3)C(=O)NCC1CCC(C(=O)O)CC1 (configuration not stated),96,1,2,·,2.3,-18,0,-1.9,0,2
COc1nc(Cc2ccc(Cl)cc2)nc2ccccc12,92,-1,-3,-2,-0.5,-5,1,-2.7,-1,-2
OCCN1CCN(CC/C=C2/c3ccccc3Sc3ccc(C(F)(F)F)cc32)CC1,107,4,10,·,-2.4,-3,-2,-0.6,1,-2
CCCOc1ccc(/C=N/O)cc1,92,3,-5,-3,0.6,4,8,-2.5,0,6
CCC(=O)NCC(c1cccs1)N1CCOCC1 (configuration not stated),82,-3,-5,31,-1.3,-4,-3,-1.7,-3,-1
O=C(Nc1cccn2ncnc12)c1ccc(Cl)cc1Cl,·,-4,-7,0,-0.5,-3,4,-1.0,-2,0
COc1ccc(NC(=O)CN(C)C(=O)CCCN2C(=O)c3cccc4cccc(c34)C2=O)cc1,100,0,-1,3,-0.8,-4,10,-2.7,-1,-2

# A different layout for part of the listing above:
# Fields – DSG3 Ab inh	V-ATPase pHluor	RTF Ca sens inh	NSD2 HMT inh	LANA DNA inh	Keap1-Nrf2 PPI	Arr AP2 block	CAL PDZ FP-1	DAGLB inh	CAL PDZ FP-2
OCCN1CCN(CC/C=C2/c3ccccc3Sc3ccc(C(F)(F)F)cc32)CC1
  107	4	10	·	-2.4	-3	-2	-0.6	1	-2
CCCOc1ccc(/C=N/O)cc1
  92	3	-5	-3	0.6	4	8	-2.5	0	6

# Entries from the list above with a Cl atom (7):
SMILES,DSG3 Ab inh,V-ATPase pHluor,RTF Ca sens inh,NSD2 HMT inh,LANA DNA inh,Keap1-Nrf2 PPI,Arr AP2 block,CAL PDZ FP-1,DAGLB inh,CAL PDZ FP-2
CC(C)OP(=O)(OC(C)C)C1(NS(=O)(=O)c2ccc(Cl)cc2)C=C(Cl)C(=O)C(Cl)=C1,111,-3,4,1,-0.7,-1,12,-1.9,15,-1
O=S(=O)(NCc1ccc(Cl)cc1)c1ccc(Cl)nc1,79,6,0,-7,-2.5,-1,-5,0.1,-1,-7
CCOC(=O)c1cc(-c2ccccc2)nn1CC1CC(c2ccc(Cl)cc2)=NO1 (configuration not stated),100,0,-4,·,1.5,-1,-5,-3.8,-9,0
CCOc1cc(/C=N/N=C2/NC(=O)C(CC(=O)O)S2)ccc1OCc1ccc(Cl)cc1Cl (configuration not stated),93,1,-1,4,-0.2,-1,-6,·,7,-5
O=C(CSc1nc2ncc(Cl)cc2[nH]1)N1CCOCC1,120,0,-5,2,-1.1,-5,-15,0.7,-2,-4
COc1nc(Cc2ccc(Cl)cc2)nc2ccccc12,92,-1,-3,-2,-0.5,-5,1,-2.7,-1,-2
O=C(Nc1cccn2ncnc12)c1ccc(Cl)cc1Cl,·,-4,-7,0,-0.5,-3,4,-1.0,-2,0
